CRFBP-R2 agonist: agonists of CRF-BP/CRF-R2 complex, primary screen, cell-based, HEK293, calcium dye fluorescence, uHTS; CRF-binding protein / CRF receptor 2 complex (human); calcium dye fluorescence (FLIPR); percent of saturating CRF peptide response; activation, % at 13.2 µM; 0.46% of 350,000 active; AID 588473, 2011;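 active = activation of at least 50%, plus an integration ratio under a set limit after plate pattern correction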;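 note: plate controls were neutral control wells without compound for no effect and CRF at EC100 for full effect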
CRFR2-BP antag: antagonists of CRF-BP/CRF-R2 complex, primary screen, cell-based, HEK293, calcium dye fluorescence, uHTS. CRF-induced calcium fluorescence. inhibition, % at 11.8 µM. 0.59% of 350,000 active;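 active = inhibition of the ligand-induced calcium signal above about 50% at the single tested concentration, limit read from the data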
GalR3 antag: GalR3 antagonists in HEK293 cells, primary screen, cell-based, fluorescence readout; Galanin receptor type 3 (Homo sapiens), O60755; HEK293 GalR3-CNG cAMP membrane potential fluorescence; galR3 body fused to GalR1 C-terminus; inhibition, % at 3 µM; 0.44% of 360,000 active; AID 651719, 2012;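 active = inhibition above the screen-wide average plus 3 SD, cut at about 13% in these data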;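 note: forskolin and galanin both at EC90 stimulate the cells; cAMP rise reported by CNG channel membrane potential dye signal; 0% = forskolin plus galanin with DMSO and 100% = forskolin alone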
The depositor's hits bear a star. This is a subset. The share of hits here may be higher or lower than overall.

SMILES	CRFBP-R2 agonist	CRFR2-BP antag	GalR3 antag
COc1cc(OC)cc(C(=O)NNC(=O)CN2C(=O)NC(C)(c3ccccc3)C2=O)c1 (centres undefined)	0.5	1.7	7.1
CC(C)[C@H](NC(=O)c1cccc(S(=O)(=O)N2CCOCC2)c1)C(=O)OCC(=O)Nc1cccc(Br)c1	-0.8	-17.1	-4.9
Cn1ncc2c(N)nc(NCCO)nc21	-2.7	7.8	-7.2
COc1cccc(C(=O)OCC(=O)Nc2sc3c(c2C(N)=O)CCC3)c1O	-0.5	-1.0	-1.4
O=C1[C@@H](Oc2ccccc2)[C@@H](c2cnc3ccccc3c2)N1c1ccccc1	2.5	-11.2	-10.2
COc1ccc(NC(=O)c2ccc(=O)[nH]c2)cc1S(=O)(=O)N1CCOCC1	-0.8	-3.0	-4.7
CC(C)c1cc(C(=O)OCC(=O)NC2CC2)c(O)c(C(C)C)c1	3.2	4.7	-6.6
CC(C)(CNC(=O)c1cccc(S(=O)(=O)Nc2ccc(SC(F)F)cc2)c1)N1CCOCC1	-0.8	7.7	-2.4
O=C(c1c(F)cccc1Cl)N(Cc1ccco1)C1CCS(=O)(=O)C1 (centres undefined)	-1.4	1.9	-4.1
CC(CNC(=O)CN1C(=O)C(=O)N(C2CCCC2)C1=O)c1ccccc1 (centres undefined)	-1.6	-4.7	-5.4
O=C(CNC(=O)c1ccccc1Br)NCCSc1ccc(Br)cc1	-1.3	0.1	-2.3
O=C(c1cc2ccccc2o1)N(Cc1nnc(-c2ccccc2Cl)o1)C1CC1	-0.5	4.4	-5.7
Cc1ccc(CCN2C(Nc3ccccc3)=NC[C@@H]2C)cc1	6.7	5.0	-6.1
COc1ccc(CN2CC(COCc3ccccc3)Oc3ccccc3S2(=O)=O)cc1 (centres undefined)	0.3	1.6	-3.0
O=C1NC[C@H](c2ccccc2)OC(=O)[C@@H](Cc2ccc(F)cc2)CC/C=C/C[C@@H]1CC(=O)N(CCO)Cc1ccccc1	-0.1	19.9	-2.9
COc1ccc(/C=C/C(=O)NNC(=O)C(C)Oc2ccccc2F)cc1OC (centres undefined)	2.2	-12.5	-2.6
O=C(COC(=O)c1cc(Cl)ccc1O)NC(=O)NCc1ccccc1	-0.4	-5.2	-4.4
CCCn1c(SCC(=O)Nc2cc(Cl)ccc2OC)nc(O)cc1=O	-0.5	3.6	-4.6
COc1cc(C(=O)NCc2cccs2)ccc1OCc1c(C)noc1C	1.4	2.1	-7.4
O=C(c1cc2ccccc2o1)N1CCN(S(=O)(=O)c2ccc(Cl)s2)CC1	5.8	1.8	-4.0
CC(C)C#Cc1ccc2c(c1)O[C@@H](CN(C)S(=O)(=O)c1cn(C)cn1)[C@@H](C)CN([C@H](C)CO)S2(=O)=O	3.6	11.2	-4.4
N#CC(c1ccc(O)cc1)N1CCN(C(C#N)c2ccc(O)cc2)CC1 (centres undefined)	-4.7	40.0	-5.0
COc1ccc(C(=O)NCCS(=O)(=O)NCc2cccs2)cc1	-0.2	-10.7	-2.0
Nc1cc(SCc2ccc([N+](=O)[O-])cc2)ncn1	-3.7	-0.5	1.5
CC(=O)Nc1cccc(NC(=O)C(=O)NCC(c2ccco2)N2CCc3ccccc3C2)c1 (centres undefined)	-0.4	-6.2	-3.4
COc1ccccc1-c1sc2ccccc2c1-c1ccc(OCCN2CCOCC2)cc1	-1.6	-7.1	-7.4
CCCn1c(N)c(C(=O)CSc2nnc(-c3c[nH]c4ccccc34)n2C2CC2)c(=O)[nH]c1=O	-0.1	16.1	-4.6
O=C1CCC(c2ccccc2)N1c1ccccc1 (centres undefined)	-8.2	-10.2	1.4
CCCCCCNC(=O)O[C@H]1Cn2c(=O)ccc(=O)n2[C@@H]2CN(S(=O)(=O)c3ccc(C)cc3)C[C@]12O	1.0	0.0	-6.3
CC(C)Cn1nc(C(=O)NCc2ccccc2CN2CCCC2)c2ccccc2c1=O	-1.8	8.3	-5.5
CCc1ccc(OCC(=O)NCCc2ccc3c(c2)OCCO3)cc1	-1.0	-0.3	-5.1
Cc1ccc2c(=O)n3c(nc2c1)C(Cc1ccccc1)NC(=O)c1cccnc1-3 (centres undefined)	-0.4	17.9	1.4
CC1(c2ccc(OC(F)F)cc2)NC(=O)N(CC(=O)Nc2ccc(N3CCCCC3)cc2)C1=O (centres undefined)	35.2	-28.4	-1.1
COc1cc(CC(=O)OCC(=O)NC2CCCCCC2)cc(OC)c1OC	-0.4	-13.0	-6.4
COc1ccc(NC(=O)CSc2nnc3ccc(-c4ccccn4)nn23)cc1OC	-0.1	2.6	-5.8
Nc1c(N(CCCO)C(=O)C2CCCC2)c(=O)[nH]c(=O)n1Cc1ccccc1	-1.3	15.7	-3.9
COc1ccccc1N1CC(C(=O)NCC2COc3ccccc3O2)CC1=O (centres undefined)	-1.0	3.7	-3.7
CC(Oc1ccc(Cl)cc1)C(=O)N1CCN(C(=O)c2ccco2)CC1 (centres undefined)	-1.8	12.3	-5.1
C/C(=C\C(=O)c1ccc(Br)cc1)NNC(=O)c1ccccc1	-0.2	1.9	-2.6
CN1C(=O)C(CC#N)(C2(CC#N)C(=O)N(C)c3ccccc32)c2ccccc21 (centres undefined)	-2.3	-5.6	-4.8
COc1ccc([C@H]2C[C@H](O)[C@@H](n3cc(C4CC4)nn3)CN2C(=O)C2CCCCC2)cc1	1.0	4.4	2.6
CC(=O)c1ccc(S(=O)(=O)N2CCN(CC(=O)NC(=O)NC3CCCCC3)CC2)cc1	1.6	-7.9	-6.3
CCOC(=O)c1sc(NC(=O)C2CC(=O)N(c3ccc4c(c3)OCCO4)C2)nc1C (centres undefined)	0.5	-6.0	-0.4
Cc1ccccc1NC(=O)Cc1nc(COC(=O)CC(C)c2ccccc2)cs1 (centres undefined)	1.4	0.4	-0.7
O=C(COC(=O)c1ccc(Cl)nc1)NNC(=O)c1ccc(Cl)cc1	0.1	2.2	-6.2

Laid out differently: entries from further up
> CC(Oc1ccc(Cl)cc1)C(=O)N1CCN(C(=O)c2ccco2)CC1 (centres undefined)
  CRFBP-R2 agonist = -1.8	CRFR2-BP antag = 12.3	GalR3 antag = -5.1

> C/C(=C\C(=O)c1ccc(Br)cc1)NNC(=O)c1ccccc1
  CRFBP-R2 agonist = -0.2	CRFR2-BP antag = 1.9	GalR3 antag = -2.6

> CN1C(=O)C(CC#N)(C2(CC#N)C(=O)N(C)c3ccccc32)c2ccccc21 (centres undefined)
  CRFBP-R2 agonist = -2.3	CRFR2-BP antag = -5.6	GalR3 antag = -4.8

> COc1ccc([C@H]2C[C@H](O)[C@@H](n3cc(C4CC4)nn3)CN2C(=O)C2CCCCC2)cc1
  CRFBP-R2 agonist = 1.0	CRFR2-BP antag = 4.4	GalR3 antag = 2.6

Remaining list, next part
SMILES	CRFBP-R2 agonist	CRFR2-BP antag	GalR3 antag
COc1ccccc1N1CCN(C(=O)C2CCN(S(=O)(=O)c3ccccc3F)CC2)CC1	-0.7	-2.5	-3.8
COc1cc(C(=O)NNC(=O)C2CCC2)cc(OC)c1OC	-0.2	4.3	-4.1
Cc1c(NS(=O)(=O)c2cc(C(=O)OCC(=O)c3ccccc3F)ccc2Cl)c(=O)n(-c2ccccc2)n1C	-0.1	15.6	-7.1
CC(C)(C)OC(=O)NCCCCCNC(=O)c1nc[nH]c1C(=O)N1CCN(C(=O)OC(C)(C)C)CC1	-2.0	-4.4	-5.1
COC(=O)[C@]1(Cc2ccccc2)N[C@H](CN(C)S(=O)(=O)c2ccc(OC(F)(F)F)cc2)[C@@H]2C(=O)N(Cc3ccccc3)C(=O)[C@@H]21	12.6	-0.1	-4.0
O=C1NC(=S)SC1=Cc1ccccc1Br	21.5	48.4	-6.0
Cc1ccc(C)c(Sc2ccc(S(=O)(=O)Nc3ccc(C(=O)O)cc3)cc2)c1	-0.9	4.3	-7.6
C[C@H](CO)N1C[C@H](C)[C@@H](CN(C)C(=O)NC2CCCCC2)OCc2cnnn2CCCC1=O	-1.2	4.1	-5.2
N=c1ccn(O)cc1CCc1ccccc1	-0.7	14.6	-4.2
CC(OC(=O)c1cccnc1Cl)C(=O)Nc1ccc2c(c1)OCO2 (centres undefined)	-0.5	-1.8	4.9
COCCNC(=S)N1CCC(C(=O)c2ccc(Cl)cc2)CC1	-1.2	9.1	-5.4
O=C1CCc2cccc(O)c2N1	0.8	26.0	-0.1
COc1ccc(Cc2nc3ccc(C(=O)NC4CCOC4)cc3o2)cc1OC (centres undefined)	-1.5	-20.2	-4.0
Cc1ccc(F)cc1NC(=O)CSc1nnc(CNC(=O)c2ccco2)n1C	-0.1	-4.2	-3.4
O=C(Nc1ccc2c(c1)[nH]c(=O)c1ccccc12)C(F)(F)F	0.5	-59.8	-2.4
COc1ccc(Cl)cc1NC(=O)COC(=O)c1cc(C)oc1C	2.9	-10.8	-5.8
CC(=O)c1c(C)[nH]c(C(=O)OCc2nnc(-c3ccc([N+](=O)[O-])cc3)o2)c1C	0.3	8.9	-7.9
C=C1C(=O)O[C@H]2C[C@H]1[C@@H](OC(C)=O)C/C(C)=C/CC/C(C)=C\CC[C@]2(C)O	-2.4	-39.5	-1.4
Cc1noc(C)c1S(=O)(=O)N1CCCN(C(=O)/C=C/c2ccccc2F)CC1	-1.5	2.5	-4.1
CC(OC(=O)c1ncc(Cl)c(Cl)c1Cl)C(=O)NC1(C#N)CCCCC1 (centres undefined)	-0.9	2.8	-4.7
COc1ccc(S(=O)(=O)N2CCOCC2)cc1NC(=O)CCOc1ccc(C(C)(C)C)cc1	-0.6	-6.7	-0.1
Cc1cc(C)n2nc(C(=O)OCC(=O)NCc3ccccc3)nc2n1	0.0	6.6	-1.4
CCOC(=O)C1(C(=O)OCC)CCN(S(=O)(=O)c2ccccc2)CC1	-1.5	69.3*	-3.0
CCc1nc2ccccc2c(C(=O)OCC(=O)NC2CCCC2)c1C	0.9	3.6	-0.4
COc1ccc(S(=O)(=O)N2CCCOC2CNC(=O)C(=O)NCc2ccccc2C)cc1 (centres undefined)	-0.9	-8.3	-0.8
CCc1ccc(NC(=O)CCc2nc3sc4c(c3c(=O)[nH]2)CCCC4)cc1	0.6	2.7	-0.2
O=C(NCCc1ccccc1)c1ccc(NC(=O)C2CC2)cc1	0.6	3.4	-2.7
O=C(CN1C(=O)NC2(CCCc3ccccc32)C1=O)NC1CCCCC1 (centres undefined)	-1.1	12.5	3.7
CCCCN(C(=O)c1sc2nc3n(c(=O)c2c1C)CCC3)c1c(N)n(CC(C)C)c(=O)[nH]c1=O	-0.7	4.0	-2.8
O=C(Nc1ccccc1N1CCCC1)C1CCN(S(=O)(=O)c2ccc(F)cc2)CC1	-2.1	-2.5	2.3

Random excerpt: two compounds from above, in no set order.
SMILES	CRFBP-R2 agonist	CRFR2-BP antag	GalR3 antag
COc1ccc(S(=O)(=O)N2CCCOC2CNC(=O)C(=O)NCc2ccccc2C)cc1 (centres undefined)	-0.9	-8.3	-0.8
CC(=O)c1c(C)[nH]c(C(=O)OCc2nnc(-c3ccc([N+](=O)[O-])cc3)o2)c1C	0.3	8.9	-7.9

Continued.
SMILES	CRFBP-R2 agonist	CRFR2-BP antag	GalR3 antag
Cc1ccccc1OCCC(=O)Nc1ccc(S(=O)(=O)N(C)C2CCN(C)CC2)cc1	-0.7	-3.9	3.8
COc1cc(C(=O)NNC(=O)c2ccccc2Br)ccc1OCC(=O)N1CCOCC1	-0.1	-5.2	-3.2
COc1ccc(CCN2CC(C(=O)Nc3cc(S(C)(=O)=O)ccc3Cl)CC2=O)cc1OC (centres undefined)	-0.1	3.0	-1.6
C[C@]12C(=O)N(c3cccc(F)c3)C(=O)N1[C@H]1c3ccccc3OC[C@@H]1[C@H]2c1ccccc1	1.1	-4.4	-1.2
O=C(Nc1nc(-c2cccs2)cs1)c1ccc([N+](=O)[O-])o1	-0.3	1.8	-4.2
COc1cccc(-c2noc(CCC(=O)N3CCN(c4cc(C)ccc4C)CC3)n2)c1	1.2	8.2	-6.6
COc1ccc(C)cc1-n1c(SCC(=O)NC2CC2)nc2ccccc2c1=O	0.6	6.0	-8.3
Cc1cc(OCC(=O)OCC(=O)N(C)Cc2ccccc2C)ccc1Cl	0.9	-4.7	-7.4
CC(Sc1nnc(C2CC2)n1C1CC1)C(=O)N(C)Cc1cccc(F)c1 (centres undefined)	0.5	-3.7	0.5
Cc1ccnc(NC(=O)c2ccc3c(c2)NC(=O)C(C)S3)c1 (centres undefined)	0.1	5.6	0.3
Cc1ccc(OCC(=O)Nc2cccc(S(=O)(=O)N3CCCCCC3)c2)cc1C	3.9	-7.3	-0.1
CC(C)CN(C(=O)CSc1ncnc2ccccc12)C1CCS(=O)(=O)C1 (centres undefined)	-2.5	-1.1	8.8
CC(C)CC1Nc2ncnc(N3CCCCC3)c2N(Cc2ccc(Br)cc2)C1=O (centres undefined)	-1.4	-6.3	-6.7
Cc1cc(C)c(OCC(=O)OC(C)C(=O)NCc2ccccc2)c(C)c1 (centres undefined)	-0.4	6.3	-5.4
CN(C(=O)Cc1csc(-c2ccccc2)n1)c1c(N)n(Cc2ccccc2)c(=O)[nH]c1=O	-0.5	-4.4	1.4
Cc1ccc([C@H]2N[C@]3(CCCN(Cc4ccc(C(F)(F)F)cc4)C3=O)[C@H]3C(=O)N(C)C(=O)[C@@H]23)cc1	-1.5	10.0	-7.3
CCC(=C(c1ccc(O)cc1)c1ccc(OCCN(C)C)cc1)c1ccccc1	5.5	-5.8	-0.6
NC(=O)CCC(C(=O)O)N1C(=O)C2C3CCC(C3)C2C1=O (centres undefined)	2.9	-3.1	-3.8

Bioassay records deposited in PubChem by several laboratories.
